STAT1 activator = activators of IFN-gamma induced STAT1 signaling; NIH 3T3 STAT1-luciferase reporter, luminescence; 100% = IFN-gamma alone, no compound; activation (% of control), % at 5.5 µM; 2.6% of 200,000 active;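 active = activation above the screen-wide mean activation plus 3 SD, cut at about 130% in these data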;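 note: raw ratio to IFN-gamma control signal so 100% means no change and 0% no light; values of inactives mirror those of a sister screen read the other way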
APP 5UTR inh = APP translation inhibition; 0.82% of 190,000 active; SH-SY5Y APP 5'UTR-luciferase reporter, luminescence; inhibition, % at 2 µM;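 active = inhibition above a set limit, derived from the sample mean plus 3 SD, cut at about 45% in these data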; note: values of inactives mirror those of a sister screen read the other way
NF-kB neuron act = compounds increasing NF-kB expression in human neuronal cells; NF-kB reporter expression; active compounds read high; fold change at 12.5 µM; 1.6% of 190,000 active; AID 1239; in the data active = fold change above about 3.3
STAT3 blocker = STAT3 signaling inhibition; U3A cells, IL-6 STAT3-luciferase reporter, luminescence; host cell line lacks STAT1; 0.89% of 190,000 active; inhibition, % at 5.5 µM; AID 862;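 active = inhibition above the mean inhibition across all screened compounds plus 3 SD, cut at about 44% in these data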;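 note: 0% = DMSO only wells and 100% = 100 µM nifuroxazide control wells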
FLuc stim CS = affects firefly luciferase, flagging false hits in luciferase stimulation screens; P08659; ATPlite luciferase biochemical, luminescence, 10 min; 0 = ATP-free wells, 1 = DMSO control; activation factor at 10 µM; 200,000 tested, under 10 active; AID 1027;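 active = luciferase activation factor, scaled between plate controls, of at least 2 with compound at 10 µM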
Target sequence (P08659 whole entry, looked up): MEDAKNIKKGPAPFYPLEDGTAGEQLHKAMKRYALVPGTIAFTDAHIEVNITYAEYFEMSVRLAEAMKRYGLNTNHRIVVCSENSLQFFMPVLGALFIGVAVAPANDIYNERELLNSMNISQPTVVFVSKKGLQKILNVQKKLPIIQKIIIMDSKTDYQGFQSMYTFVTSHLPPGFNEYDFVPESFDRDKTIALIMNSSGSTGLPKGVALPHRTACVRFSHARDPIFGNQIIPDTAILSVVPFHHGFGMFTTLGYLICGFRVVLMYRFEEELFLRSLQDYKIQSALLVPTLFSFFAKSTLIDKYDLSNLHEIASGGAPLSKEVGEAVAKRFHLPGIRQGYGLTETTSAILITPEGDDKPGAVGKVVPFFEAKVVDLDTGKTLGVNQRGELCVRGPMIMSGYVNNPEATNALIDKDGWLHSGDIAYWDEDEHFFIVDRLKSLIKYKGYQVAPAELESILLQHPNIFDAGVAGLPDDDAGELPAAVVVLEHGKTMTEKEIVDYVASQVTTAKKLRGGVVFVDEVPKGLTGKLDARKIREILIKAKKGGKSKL
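assay system = Luciferase/luciferin detection reagent, cell-free biochemical luciferase assay | also added = ATP substrate | times = 10 min post-reagent at room temperature | measured by = luminescence from luciferase reaction | measure = luciferase activation, seen as luminescence increase over controls | benchmarks = low control with PBS replacing ATP, high control enzyme plus ATP without compound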
STAT3 activator = activators of IL-6 induced STAT3 signaling. U3A cells, IL-6 STAT3-luciferase reporter, luminescence; 100% = signal with IL-6 EC80 alone. activation (% of control), % at 5.6 µM. 0.91% of 190,000 active. AID 871;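 active = activation above the screen-wide mean of compound activation plus 3 SD, cut at about 130% in these data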;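 note: 0% = background luminescence of wells with medium and substrate only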
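Material: STAT3-luciferase reporter U3A cells; Probe or stimulus: IL-6 (33 ng/mL); Incubation: compound pre-incubation 1 h before IL-6, then 6 h stimulation at 37 °C; Technique: luminescence from STAT3-driven luciferase reporter; Evaluation: % activation versus median of IL-6-stimulated wells; Controls: IL-6-only high control.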
APP 5'UTR act = activates APP 5'UTR luciferase reporter. SH-SY5Y APP 5'UTR luciferase reporter, luminescence; zero percent = DMSO vehicle wells. activation, % at 2 µM. 1% of 190,000 active;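 active = activation above a set limit, based on mean plus 3 SD of controls, cut at about 140% in these data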; note: values of inactives mirror those of a sister screen read the other way
FLuc inhib CS = inhibits firefly luciferase, flagging false hits in luciferase inhibition screens. ATPLite firefly luciferase biochemical luminescence, 10 min. 1.5% of 200,000 active. inhibition, % at 10 µM;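 active = inhibition above about 50% when tested at 10 µM, limit read from the data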
ROMK primary = modulators of human ROMK potassium channel; P48048; Tet-inducible ROMK, thallium flux fluorescence; actives lie on both sides; B-score at 10 µM; 2% of 130,000 active;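 active = signal ratio slope over the read window, or its plate-corrected B-score, at least 3 SD from the plate mean, either direction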;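 note: B-score of the F/F0 ratio slope over 7 to 12 s after thallium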
Target sequence (P48048 whole entry, looked up): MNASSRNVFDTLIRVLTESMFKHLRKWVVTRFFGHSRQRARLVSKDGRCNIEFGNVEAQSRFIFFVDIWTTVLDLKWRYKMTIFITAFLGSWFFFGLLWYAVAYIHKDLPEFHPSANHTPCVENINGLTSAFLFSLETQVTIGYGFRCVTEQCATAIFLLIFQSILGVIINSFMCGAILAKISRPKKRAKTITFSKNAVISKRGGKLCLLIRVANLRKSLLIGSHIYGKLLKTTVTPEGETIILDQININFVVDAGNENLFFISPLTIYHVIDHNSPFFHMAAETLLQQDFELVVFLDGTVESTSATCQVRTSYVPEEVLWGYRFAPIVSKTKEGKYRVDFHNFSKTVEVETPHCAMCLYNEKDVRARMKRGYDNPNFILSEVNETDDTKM
STAT1 inh = reduces IFN-gamma driven STAT1 reporter signal; NIH 3T3 STAT1-luciferase reporter, luminescence; inhibition, % at 5.5 µM; 0.35% of 200,000 active; AID 920;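 active = inhibition above a set limit, the mean inhibition across all tested compounds plus 3 SD, cut at about 34% in these data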;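 note: 0% = IFN-gamma with DMSO and 100% = IFN-gamma with 300 µM nifuroxazide; values of inactives mirror those of a sister screen read the other way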
Numbers without * were called inactive; nt = no result given. Rows are unselected. About 7.1% of those tested had a hit in this group.

SMILES	STAT1 activator	APP 5UTR inh	NF-kB neuron act	STAT3 blocker	FLuc stim CS	STAT3 activator	APP 5'UTR act	FLuc inhib CS	ROMK primary	STAT1 inh
COc1c(F)c(F)c(C(=O)O)c(Nc2ccccc2)c1F	106	6	1.1	2	1.1	107	-6	-8	nt	-11
CN(C)CC(=O)N1c2ccccc2Sc2ccc(Cl)cc21	98	2	0.94	-2	1	106	-2	-4	0.081	1
CC(C)CCOC(=O)C1[C@H]2C(=O)N(Cc3cccs3)C[C@]23C=C[C@H]1O3 (stereo partly specified)	107	9	1.1	-3	1	107	-9	-2	-0.37	-8
Cc1csc(NC(=O)CN2C(=O)C3CC=CCC3C2=O)n1 (stereo unspecified)	96	-34	1.1	0	1.1	103	34	-6	nt	5
CC(C)(C)C1CCC2(CC1)C(C#N)=C(SCC(=O)Nc1ccccc1)NC(=O)C2C#N (stereo unspecified)	89	-20	0.5	5	1	99	20	-2	-2.7	10
Cc1cc(C)cc(OCC(=O)NN2C(=O)c3ccccc3C2=O)c1	97	10	1.2	-3	1	101	-10	-3	1.1	6
CCOc1ccccc1CN1CCN(Cc2cn(C)nc2-c2ccccc2)CC1CCO (stereo unspecified)	98	2	1	-3	1.1	107	-2	-6	-1.6	0
CCOC(=O)/C=C1\CC(=O)Nc2cc(C)c(C)cc2N1	107	1	1.1	18	1	87	-1	1	0.12	-5
CCn1c(CNc2ccc(F)cc2)nnc1SCC(=O)Nc1ccccc1OC	95	-16	1	3	1	100	16	-1	nt	3
Cc1cc(C)c(NC(=O)CCCSc2nnc(N)s2)c(C)c1	94	8	1.1	9	1	97	-8	-3	-0.26	5
COc1ccc(N=C2S/C(=C\c3ccc(N4CCOCC4)o3)C(=O)N2CCc2c[nH]c3ccccc23)cc1	96	-4	0.49	11	1	99	4	0	nt	5
CN(C)S(=O)(=O)c1cccc(N=c2scc(-c3ccc4c(c3)NC(=O)CO4)n2CC2CCCO2)c1 (stereo unspecified)	92	-11	0.52	8	1	94	11	-5	-0.36	8
COc1ccc(CNc2cc(C)nc3ncnn23)c(OC)c1	88	-4	0.79	67*	1	45	3	-4	nt	13
CC(/C=N/NC(=O)c1ccc(Br)cc1)=C\c1ccccc1	98	6	1.4	10	0.8	96	-6	20	-0.28	2
O=c1c2[nH]c3ccc(F)cc3c2nc2n1CCS2	102	-18	1.1	33	1	75	18	5	-0.3	-4
CCCC(=O)Nc1cc(-c2nn(C)c(=O)c3ccccc23)ccc1N1CCOCC1	98	3	1.2	6	1	95	-3	-3	0.076	-1
CC(CN1CCCCC1)C(=O)NNC(=O)C12CC3CC(CC(C3)C1)C2 (stereo unspecified)	99	-1	1.4	-8	1.1	111	1	-6	0.46	1
COc1ccc(Cl)cc1NC(=O)C1CCCO1 (stereo unspecified)	100	12	1.1	7	1.1	97	-12	-9	-0.11	1
Cc1ccc(CSc2nc3ccsc3c(=O)n2Cc2ccccn2)cc1	106	7	0.9	8	1.1	95	-7	-8	0.97	-6
COc1ccc(NC(=O)COC(=O)/C=C/c2ccccc2[N+](=O)[O-])cc1	100	-6	1.1	-11	1.1	112	6	-6	0.067	0
CCOC(=O)C1(CCc2ccccc2)CCN(C(=O)c2cccc(C)n2)CC1	108	-5	nt	0	1	104	5	-2	-0.019	-11
CCCn1c(=O)c(-c2nc3ccccc3[nH]2)c(O)c2ccccc21	108	2	1	11	1	101	-2	1	0.36	-10
CCN(c1ccccc1)S(=O)(=O)c1ccc(F)cc1	92	10	1.2	2	1	102	-10	-4	nt	8
CCc1nc2c(n1O)CCc1nonc1-2	102	-17	1.1	6	1	98	17	-4	nt	-1
CCCCn1c(=O)[nH]c(=O)c2c(C(=O)OCC)cc(-c3cccs3)nc21	113	-24	1.2	9	1	99	24	-5	-0.22	-16
COc1cccc(NC(=O)CN(C)C(=O)/C=C/c2cc(OC)ccc2OC)c1	97	6	1	-1	1.1	102	-6	-6	nt	3
Cc1cccc(C)c1NC1=C(Cl)C(=O)OC1OC(=O)c1ccccc1 (stereo unspecified)	104	-10	1.2	1	1.1	103	10	-5	-1.4	-4
CCC(CC)c1nnc(NC(=O)c2cccnc2SC)s1	103	-4	1.2	1	1.1	105	4	-7	-0.047	-5
COc1ccc(N(CC(=O)NCc2ccco2)S(C)(=O)=O)cc1	96	-10	1.1	0	1.1	104	10	-8	-0.31	4
NC(=S)N/N=C/c1ccc(-c2cc(Cl)cc(Cl)c2)o1	104	-3	1.1	16	1	86	3	-5	1.1	-4
COc1cccc(NC(=O)c2ccc(NC(=O)C3CC(=O)OC34CCCCC4)cc2)c1 (stereo unspecified)	89	7	nt	14	1	93	-7	-2	-1.6	12
Cc1cc(O)c(C=Nc2cccc(Cl)c2)c(=O)o1	104	-24	1.1	-11	1.1	109	24	-6	nt	-4
N#CC1=C(N)C2=CCCC[C@H]2[C@H](c2ccc(Br)cc2)C1(C#N)C#N	98	-8	0.99	5	1	97	8	0	nt	2
O=C(N/N=C/c1ccc(O)cc1)c1csc2c1CCCC2	112	9	1.5	-8	0.8	107	-9	23	nt	-14
COC(=O)c1ccc(N2C(=O)Nc3ccccc3N2O)cc1	106	-6	0.9	-3	1	109	6	-3	-0.028	-7
CCOc1ccc(OCC)c(S(=O)(=O)NNC(=O)c2c(C)nc3ccccn23)c1	104	-14	1.1	7	1	96	14	-4	nt	-5
CC1CCN(C(=O)COC(=O)CCc2c[nH]c3ccccc23)CC1	110	-79	1.1	2	1	100	79	-2	0.21	-14
CCCc1nc2ccc([N+](=O)[O-])cc2[nH]1	97	-23	1.1	9	1	96	23	-4	0.64	2
Cc1ccc(NC(=O)Nc2ccccc2C(=O)NCc2ccccc2)cc1	105	-25	1.1	6	0.7	95	25	30	0.18	-6
O=C(Oc1coc(CSc2ncccn2)cc1=O)c1ccc(Br)o1	94	-12	0.92	-9	1	103	12	-2	nt	6
O=C(O)c1cc(-c2ccc(/C=N/N3C(=O)C4C5C=CC(C6CC56)C4C3=O)o2)ccc1Cl (stereo unspecified)	108	-4	1.1	-7	1	110	4	1	nt	-10
COc1ccccc1N1CCN(CC(=O)NCCc2ccc(S(N)(=O)=O)cc2)CC1	93	-5	1.1	-6	1	113	5	-3	1.2	7
Cn1c(=O)c2ncn(CC(=O)Nc3nc(-c4ccc(Cl)cc4)cs3)c2n(C)c1=O	98	12	1	12	1.1	91	-12	-6	-0.0029	0
CC(c1ccccc1)N(CCC(c1ccccc1)C1CCOC(C)(C)C1)C(=O)c1ccco1 (stereo unspecified)	95	2	0.32	18	1.1	87	-2	-7	nt	6
CCOC(=O)C1=C(C)Nc2nnnn2C1c1c[nH]c2ccccc12 (stereo unspecified)	93	10	1.2	-5	1	107	-10	-3	nt	8
O=C(CN1CCCCCC1=O)OCc1ncc(-c2ccccc2)o1	101	-2	0.93	7	1	99	2	-5	-1.4	-1
CCCn1ncc(CN2CCC(CO)(Cc3ccc(OC)cc3)CC2)c1C	100	10	0.97	0	1	104	-10	-3	0.48	-2
CC(C)OC(=O)c1ccc(NC(=O)C2C3CC4OC(=O)C2C4C3)cc1 (stereo unspecified)	133*	-47	1.2	-12	0.9	113	47	14	nt	-36

One compound at a time, as listed above. Order of values: STAT1 activator | APP 5UTR inh | NF-kB neuron act | STAT3 blocker | FLuc stim CS | STAT3 activator | APP 5'UTR act | FLuc inhib CS | ROMK primary | STAT1 inh
CCCc1nc2ccc([N+](=O)[O-])cc2[nH]1 reads 97 | -23 | 1.1 | 9 | 1 | 96 | 23 | -4 | 0.64 | 2
CC1CCN(C(=O)COC(=O)CCc2c[nH]c3ccccc23)CC1 reads 110 | -79 | 1.1 | 2 | 1 | 100 | 79 | -2 | 0.21 | -14
O=C(O)c1cc(-c2ccc(/C=N/N3C(=O)C4C5C=CC(C6CC56)C4C3=O)o2)ccc1Cl (stereo unspecified) reads 108 | -4 | 1.1 | -7 | 1 | 110 | 4 | 1 | nt | -10
Cn1c(=O)c2ncn(CC(=O)Nc3nc(-c4ccc(Cl)cc4)cs3)c2n(C)c1=O reads 98 | 12 | 1 | 12 | 1.1 | 91 | -12 | -6 | -0.0029 | 0

(more compounds)
SMILES	STAT1 activator	APP 5UTR inh	NF-kB neuron act	STAT3 blocker	FLuc stim CS	STAT3 activator	APP 5'UTR act	FLuc inhib CS	ROMK primary	STAT1 inh
Cc1ccc(-n2c(C)cc(C(=O)COc3cccnc3[N+](=O)[O-])c2C)cc1	88	-27	0.69	43	0.9	65	27	10	-0.61	14
N=C1C(c2nc3ccccc3s2)=C(O)CN1Cc1ccccc1	131*	-23	1.3	-33	1	130	23	-2	-0.041	-33
COc1ccc2c(c1OC)CCC2=O	108	24	1.1	0	1	102	-24	-4	0.29	-9
CCCCCC(=O)N1CC2(CC(c3cccc(NC(=O)c4ccccc4)c3)=NO2)C[C@@H]1C(N)=O (stereo partly specified)	102	-3	0.89	16	1.1	92	3	-6	-0.51	-3
O=C(CSc1nc(-c2ccccc2)cs1)N1CCN(C(=O)c2ccco2)CC1	96	-9	1.1	22	1	87	9	1	-1.2	5
COc1ccc(-c2ccc(-c3nnc(-c4cc(OC)ccc4OC)o3)cc2)cc1	101	0	1.2	-42	1.1	138*	0	-8	0.0025	-1
Cc1sc2c3ccsc3ccc2[n+]1C	110	-5	1.2	8	1	101	5	2	-0.11	-13
O=[N+]([O-])c1cc(Cl)ccc1NCCNS(=O)(=O)c1ccccc1	108	-20	1.1	0	1	100	20	5	nt	-9
O=C(Nc1nccs1)c1ccc(Cl)c(S(=O)(=O)N2CCCCC2)c1	97	9	1.1	10	1	91	-9	-2	0.2	-3
Cn1c(=O)cc(SCC(=O)NCCC2=CCCCC2)c2cc(Cl)ccc21	112	-14	1	-4	1	106	14	-4	-2	-14
CCCCCC(=O)NNC(=S)NC(=O)c1ccccc1[N+](=O)[O-]	102	-2	0.85	-8	1	108	2	-4	nt	-3
CCN(CC)C(=O)c1cn(CCC#N)nc1-c1ccc(F)cc1	104	2	1.2	3	1	103	-2	-5	0.83	-7
Cc1nc2ccccc2c2oc(C(=O)NC3CC3)cc12	105	1	0.8	26	1	85	-1	-2	nt	-6
COc1ccc(C(=O)/C=C/c2ccc(O)cc2)c(O)c1CC=C(C)C	99	1	5*	3	1.1	95	-1	-6	1.4	1
CC(C)CCC(C)NC(=O)c1ccc2nccnc2c1 (stereo unspecified)	117	8	1.6	-11	1	110	-7	3	-0.33	-20
O=C(CCc1ccccc1)N/N=C/c1cccc(O)c1	91	-24	1.2	8	1	95	24	0	-0.57	10
COc1cc(OC)c(-c2c3cc(O)c(=O)cc-3oc3cc(O)c(O)cc23)cc1OC	81	15	0.5	27	0.8	79	-15	17	nt	21
Cc1nnc(SCCN2CCOCC2)n1C	109	-7	1.1	3	1.1	101	7	-7	-1.2	-10
O=C(Nc1ccc(N2CCOCC2)c(Cl)c1)c1ccc2c(c1)OCCO2	115	-17	1.2	5	0.6	97	17	35	-0.27	-18
CCN(CC)CCNC(=O)c1ccc2c(c1)ncn2C1CCCCC1	95	0	1.2	2	1.1	105	0	-7	-1.3	5
CCn1cc(C(=O)NCc2ccco2)c2cc(OC)c(OC)cc2c1=O	97	-2	1.1	-6	1	105	2	-2	-0.017	3
O=C(CN(Cc1ccco1)S(=O)(=O)c1ccccc1)N/N=C/c1ccccc1C(=O)O	99	-24	1.1	-4	1.1	105	24	-9	-0.23	-1

From PubChem BioAssay
